Screens as filed in PubChem BioAssay.
aSyn yeast rescue: inhibitors of alpha-synuclein toxicity in yeast; S. cerevisiae alpha-synuclein toxicity rescue, BacTiter-Glo growth, 24 h; Potency, µM (titrated, usually from 46.1 µM), inactives show at the highest dose growth rescue (activation), most hits filed as activators; 94,000 tested, 0.02% active; active = well fitted activation curve with a large enough effect; note: 0% is about no effect
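Growth restoration measured by BacTiter-Glo luminescence after 24 hr at 30 deg C; alpha-synuclein yeast, raffinose-pregrown to mid-log, were added at OD600=0.02 in galactose medium onto pinned compounds.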
Starred values were filed as active, the others as inactive; & = joins results of further samples; [ ] = another dose, or the depositor's remark. Potency is the fitted concentration of half-maximal effect. Only part of the results is shown; the hit share may differ from the screen's.

Molecule	aSyn yeast rescue
COc1cccc(/C=N/Nc2nc(-c3cccnc3)nc3ccccc23)c1	0.8%
COc1ccccc1NCc1cccn1-c1nnc(N2CCCCCC2)s1	8.9%
COc1ccc(NC(=O)C2CCN(S(=O)(=O)c3cc(-c4noc(C)n4)ccc3C)CC2)cc1	-10.0%
CCOc1cc(/C=C(\C#N)C(=O)Nc2ccc(C)cc2)ccc1OCc1cc(=O)n2nc(CC)sc2n1	-9.1%
COc1ccc(CCNc2nc3cc(OC)c(OC)cc3c3nc(-c4cccnc4)nn23)cc1OC	-7.0%
CC(C)=CCN1CCN(Cc2cccc3nonc23)CC1CCO (stereo not given)	0.2%
CCOc1ccc(/C=C/c2nc(C#N)c(N3CCN(CC)CC3)o2)cc1	1.8%
CCOC(=O)c1c(C)cc2c(CO)n[nH]c(=O)c2c1C	10.0%
Cc1cccc(NC(=O)Nc2ccc([N+](=O)[O-])cc2)n1	-10.5%
CCOC(=O)c1cc2c(=O)n3ccccc3nc2n(CCOC)c1=NC(=O)C(C)(C)Oc1ccc(Cl)cc1	-2.7%
CC1=C(C(=O)N2CCOCC2)CC(CC(=O)NCc2cccs2)C(=O)N1CCC1=CCCCC1 (stereo not given)	-4.8%
Fc1ccc(-c2cc(-c3nc(-c4ccc(Cl)cc4)no3)[nH]n2)cc1	-3.8%
O=C(COc1ccccc1F)Nc1nnc(SCc2cc(=O)n3ccccc3n2)s1	0.8%
O=C(Nc1cccc(F)c1F)C1CCN(c2ncccn2)CC1	3.4%
COc1ccc(C2N(c3ccc4c(c3)OCCO4)C(=O)C2(F)F)cc1OC (stereo not given)	-7.5%
CCOC(=O)N1CCC(NC(=O)c2cnn(-c3cccc(C)c3)c2C2CCN(C(=O)OC(C)(C)C)CC2)CC1	3.8%
Cc1cccn2c(=O)c(C(=O)NCCCN3CC(C)CC(C)C3)c(O)nc12 (stereo not given)	1.4%
O=C(Nc1cccc(Cl)c1)c1cc(-c2ccco2)on1	-10.8%
COc1ccc(CCNC(=O)CCCCn2c(=O)c3ccccc3n(CC(=O)Nc3ccccc3C)c2=O)cc1OC	0.5%
CC(=O)c1c(C)n(-c2ccc(Cl)cc2)c2ccc(OC(=O)COc3ccccc3)cc12	-1.1%
Cc1c(C(=O)NCc2cccc(Cl)c2)sc2ncnc(N(C)C3CCCCC3)c12	2.0%
CCOc1ccccc1OCCCC(=O)N1CCN(S(=O)(=O)c2ccccc2C#N)CC1	-5.6%
CN(Cc1ccccc1)S(=O)(=O)c1nnc(NC(=O)c2ccccc2)s1	-3.8%
Cc1ccc2c(c1)=N/C(=N\c1[nH]c(O)c3ccccc13)N=2	-28.2%
Cc1cc2c(OCC(O)CN3CCCC3)cccc2[nH]1 (stereo not given)	3.6%
C[C@H](CCC(=O)O)[C@H]1CC[C@H]2[C@@H]3CC[C@@H]4C[C@H](O)CC[C@]4(C)[C@H]3CC[C@]12C	-4.5%
COc1ccc(C(=O)N(Cc2ccco2)Cc2ccco2)cc1	7.5%
COc1ccc(NC(=O)CSc2nnc(C3CC3)n2C)cc1	6.1%
Cn1c(CNC(=O)c2ccco2)nnc1SCC(=O)Nc1ccc(Cl)cc1	-16.7%
COc1ccc(-n2c(SCC(=O)Nc3cc(C)cc(C)c3)nc3c(oc4ccccc43)c2=O)cc1	-2.4%
Cc1cn(S(=O)(=O)c2ccccc2[N+](=O)[O-])cn1	-4.2%
CCOC(=O)C1CCN(c2ncnc3c2c(-c2ccccc2)cn3-c2ccc(C)c(Cl)c2)CC1	3.6%
Cc1cccc(NC(=O)CSc2nc3ccc(NC(=O)c4ccccc4)cc3s2)c1	-2.4%
COc1ccc(CCN(C)Cc2c(O)ccc3cc(Br)ccc23)cc1OC	1.1%
CC(C)CN(C1CCS(=O)(=O)C1)S(=O)(=O)c1ccc2ccccc2c1 (stereo not given)	-0.4%
Cc1ccc(OCC(=O)N(Cc2sccc2C)C2CCS(=O)(=O)C2)cc1 (stereo not given)	-4.6%
COc1cc2oc(=O)c(CC(=O)N3CCCCC3)c(C)c2cc1OC	-1.2%
Cc1nn(CC(=O)NCc2cccc(Br)c2)c(=O)c2c1sc1ccccc12	-10.3%
COc1ccc(-c2ccc(CCC(=O)O)n2-c2cc(OC)ccc2OC)cc1	6.4%
CC(=O)c1ccc(NC(=O)CN(C)S(=O)(=O)c2cnc[nH]2)cc1	1.0%
COc1ccc(C2=NS(=O)(=O)N(C)C(C(=O)NCc3ccc4c(c3)OCO4)=C2)cc1	4.0%
COc1cc(OC)cc(C(=O)NCCNC(=O)c2ccccn2)c1	-5.1%
O=C(Nc1ccc(F)c(Cl)c1)N1CCN(C(=O)c2nsc3ccccc23)CC1	5.4%
O=C(Nc1cc(S(=O)(=O)N2CCOCC2)ccc1N1CCCC1)c1ccc(Cl)cc1	-11.7%
NNC(=O)CN1CCN(c2ncc(C(F)(F)F)cc2Cl)CC1	9.3%
COc1ccc(CNC(=O)Cc2ccc(NC(=O)N3CCCCc4ccccc43)cc2)cc1	0.2%
CCc1ccc(S(=O)(=O)c2nnn3c2nc(N(C)Cc2ccccc2)c2cc(Cl)ccc23)cc1	7.1%
CC1=Nc2ccccc2N=C(NC(=O)c2ccccc2)C1c1ccc(Cl)cc1 (stereo not given)	-10.7%
CCCCCCCCCCCC(=O)c1c(O)cccc1O	-3.5%
CN1CCN(C2Cc3ccccc3Sc3cc(C(F)(F)F)ccc32)CC1 (stereo not given)	-13.3%

6 entries drawn at random from those above, as already listed:
Molecule	aSyn yeast rescue
COc1ccc(CNC(=O)Cc2ccc(NC(=O)N3CCCCc4ccccc43)cc2)cc1	0.2%
CCc1ccc(S(=O)(=O)c2nnn3c2nc(N(C)Cc2ccccc2)c2cc(Cl)ccc23)cc1	7.1%
NNC(=O)CN1CCN(c2ncc(C(F)(F)F)cc2Cl)CC1	9.3%
COc1cc(OC)cc(C(=O)NCCNC(=O)c2ccccn2)c1	-5.1%
CC1=Nc2ccccc2N=C(NC(=O)c2ccccc2)C1c1ccc(Cl)cc1 (stereo not given)	-10.7%
O=C(Nc1cc(S(=O)(=O)N2CCOCC2)ccc1N1CCCC1)c1ccc(Cl)cc1	-11.7%

The results go on.
Molecule	aSyn yeast rescue
CCN(CC)CCN(C)c1ccc(N2C(=O)C3CC=CCC3C2=O)cc1[N+](=O)[O-] (stereo not given)	-0.4%
CC(OC(=O)Cc1c(F)cccc1Cl)C(=O)NC1(C#N)CCCCC1 (stereo not given)	12.3%
Cc1ccccc1-n1cc(CNCc2c(C(=O)N(C)C)nc3ccc(Cl)cn23)cn1	4.4%
O=C(N/N=C/c1sc(N2CCOCC2)nc1-c1ccccc1)c1ccccc1Cl	5.7%
COc1cc(OC)cc(C(=O)Nc2cc(-c3nc4ccccc4s3)ccc2OC)c1	-4.0%
COCCN(C(=S)Nc1ccc(OC)c(Cl)c1)C1CCN(C(C)=O)CC1	-4.1%
Cc1cc(NC(=O)Cn2c(=O)oc3cc(S(=O)(=O)N4CCCC4)ccc32)ccc1Br	6.2%
O=C(Cc1ccc(Cl)cc1)Nc1cccc2ncccc12	-8.6%
Cc1cccc(C(=O)N2CCc3cc(CNS(=O)(=O)c4cccs4)ccc32)c1	0.9%
COc1ccc(-c2nnn3c2nc(NCc2ccc(C)cc2)c2ccccc23)cc1	0.7%
Cc1ccc(NC(=O)c2c(C)oc3ccc(O)c(CN4CCOCC4)c23)cc1	-1.1%
Cc1ccccc1NC(=O)c1sc2nc(-c3ccncc3)ccc2c1N	-7.3%
COC(=O)c1ccc(NC(=O)C2(S(=O)(=O)c3ccc(C)cc3)CC2)cc1	-0.3%
CCOc1ccc(NC(=O)c2sc3nc(-c4ccc(OC)cc4)cn3c2C)cc1	-10.5%
CCC1CN(C(=O)Nc2cc(C)ccc2OC)c2cc(Cl)ccc2O1 (stereo not given)	8.8%
COC(=O)c1cc2sc(C)cc2n1Cc1ccc(Br)cc1F	9.2%
COCCCNC(=O)C1CCN(Cc2cc3ccccc3n2Cc2ccccc2C)CC1	4.0%
CCOC(=O)C1(C)C=C(Nc2ccc(C)cc2)C(=O)N1c1ccc(C)cc1 (stereo not given)	-14.8%
O=C(NCC(=O)N1CCOCC1)c1ccc(Br)o1	-14.9%
CCN1CCN(S(=O)(=O)c2ccc(Cl)c(C(=O)N(C)Cc3ccco3)c2)CC1	3.6%
Cc1c(C(=O)OCC(=O)N2CC(C)CC(C)C2)oc2ccccc12 (stereo not given)	0.3%
Cc1ccccc1C(=O)NC1(C(F)(F)F)N=C(c2ccccc2)N(Cc2ccccc2)C1=O (stereo not given)	-9.5%
O=C(O)C1CCCCC1C(=O)Nc1ccc2c(c1)OCO2 (stereo not given)	-6.1%
CCN(C(=O)c1noc2c1COc1ccc(C)cc1-2)c1cccc(C)c1	7.1%
CC(=O)c1ccc(N2CCN(CC(O)c3ccccc3)CC2)cc1 (stereo not given)	-11.3%
COc1ccc(NC(=O)CCS(=O)(=O)c2ccccc2Cl)cc1S(=O)(=O)Nc1ccc(Cl)cc1	-4.0%
COc1ccc(-c2noc(CSc3nnc(C)n3-c3ccc(C)cc3)n2)cc1	-4.4%
COc1ccccc1NC(=O)c1cc(S(=O)(=O)NCCC2=CCCCC2)ccc1F	7.7%
COc1cccc(-n2c(=O)c3c(C)c(C)sc3n(CC(=O)NCc3ccc(C)cc3)c2=O)c1	-0.1%
CS(=O)(=O)c1ccc2nc(NC(=O)c3ccc(N4CCCC4=O)cc3)sc2c1	6.7%

Additional structures follow:
Molecule	aSyn yeast rescue
OCCC1CN(Cc2cccc3c2OCO3)CCN1Cc1ccccc1 (stereo not given)	-3.4%
COc1ccc(N2CCN(CCCNC(=O)C3COc4ccc(OC)cc4C3)CC2)cc1 (stereo not given)	1.4%
Cc1ccc(NC(=O)c2cc3ccccc3o2)nc1	-2.0%
CC(C)(C)C1CCNC(=O)CC1 (stereo not given)	-0.8%
O=C(c1cc(-c2ccc(O)cc2)on1)N1CCCc2ccccc21	-7.1%
COc1cccc(NC(=O)c2ccc(NS(=O)(=O)c3cccs3)cc2)c1	-7.6%
Cc1ccccc1C(=O)Nc1ccc(C(=O)N/N=C/c2ccncc2)cc1	3.3%
CCSc1nc(-c2ccccc2)nc2c1Cc1c(CO)cnc(C)c1O2	-8.5%
Cc1ccc(C)c(NC(=O)Cn2cc(S(=O)(=O)Cc3cccc(Cl)c3)c3ccccc32)c1	0.6%
CC(NC1c2ccccc2-c2ccccc21)c1ccccc1 (stereo not given)	3.0%
COc1cc2c(cc1OC)C(C)N(S(=O)(=O)c1cccs1)CC2 (stereo not given)	1.1%
Cc1ccc(S(=O)(=O)NCC(=O)N(CC2CCCO2)C(C(=O)NCC2CCCO2)C(C)C)cc1 (stereo not given)	10.7%
CC1CCN(S(=O)(=O)c2cccc(C(=O)NC3CCS(=O)(=O)C3)c2)CC1 (stereo not given)	-4.9%&4.6%
COc1cc([N+](=O)[O-])ccc1NC(=O)Nc1nc2c(s1)CCCC2	0.7%
Cc1ccc(-n2nnc3c(=O)n(Cc4cccc(C)c4)cnc32)cc1	9.5%
CCOc1ccc(NC(=O)C(C)n2c(=O)cc(C)c3c(C)nn(-c4ccccc4)c32)cc1 (stereo not given)	-5.2%
COc1ccccc1-c1cn[nH]c1-c1ccc(OCc2ccc([N+](=O)[O-])cc2)cc1O	5.2%
Cn1c(=O)oc2cc(S(=O)(=O)NC3CCCc4ccccc43)ccc21 (stereo not given)	5.4%
COc1ccc(NC(=O)CSc2oc(-c3ccc(F)cc3)nc2S(=O)(=O)c2ccc(C)cc2)c(OC)c1	3.3%
COc1ccc(S(=O)(=O)N2CCOC2CNC(=O)C(=O)NCc2ccco2)cc1 (stereo not given)	-2.1%
COc1cc2c(cc1OC)C(COc1ccc(C(C)C)cc1)N(C(=O)COc1ccccc1)CC2 (stereo not given)	10.0%
CN(c1cccnc1)c1ncnc2[nH]ncc12	-0.2%
CCC(C(=O)Nc1cc(C(F)(F)F)ccc1Cl)n1nc(C)c2sc3ccccc3c2c1=O (stereo not given)	0.7%
CN(C)c1ccc2nc3ccc(=O)cc-3sc2c1	-49.2%[inhibitor]
FC(F)(F)c1cccc(-n2c(Cn3nnc4ccccc43)n[nH]c2=S)c1	-10.1%
O=c1[nH]c(=O)n(C2CCCCC2)c(O)c1C1=Nc2ccccc2SC(c2ccccc2)C1 (stereo not given)	2.3%
O=C1C=C(C#Cc2ccccc2)C[C@@H](c2ccc(F)cc2)C1	-7.3%
Cc1ccc(NC(=O)c2c(NC(=O)Cc3ccccc3)sc3c2CCC3)cc1	6.5%
COc1ccc(C2C(=O)N(C3CCCCCC3)CC(=O)N2CCC2=CCCCC2)cc1 (stereo not given)	-25.3%
Cc1ccccc1OCC(=O)Nc1ccc2[nH]c(=O)sc2c1	3.5%

Another view of 2 compounds above:
FC(F)(F)c1cccc(-n2c(Cn3nnc4ccccc43)n[nH]c2=S)c1
  aSyn yeast rescue: -10.1%
CC(C)(C)C1CCNC(=O)CC1 (stereo not given)
  aSyn yeast rescue: -0.8%

Going on with the list.
Molecule	aSyn yeast rescue
COc1ccc(Nc2nc3ccc(OC)cc3s2)cc1	-11.6%
COc1ccc(C(=O)NCc2ccc3c(c2)OCO3)cc1S(=O)(=O)NCc1ccc(Cl)cc1	5.8%
CC(C)(C)c1ccc(NC(=O)CON=C(N)c2ccccc2)cc1	-9.3%
O=C(Nc1cc(Cl)ccc1Cl)c1ccc2c(c1)N(Cc1cccc(Cl)c1)C(=O)c1ccccc1S2=O (stereo not given)	0.6%
CCCCSCCCNC(=O)CN1C(=O)c2cccnc2Oc2ccc(Cl)cc21	-1.3%
CCC1CN(C(=O)N2CCC(C(=O)NCCc3ccc(Cl)cc3)CC2)c2ccccc2O1 (stereo not given)	6.6%
